BAP1 inh – blocks human BAP1 ubiquitin-AMC hydrolysis | Q92560 | recombinant BAP1, Ub-AMC hydrolysis fluorescence kinetic; hits give low values | activity remaining (% of control), % at 20 µM | actives 0.48% (n = 72,000) | AID 436;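 active = activity remaining at or below 50% of control, provided the compound also passes the data quality filters; inactive = the rest, including low values that fail the filters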;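 also: 100% = DMSO wells rate and 0% = substrate alone blank rate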
Target sequence (Q92560 whole entry, looked up): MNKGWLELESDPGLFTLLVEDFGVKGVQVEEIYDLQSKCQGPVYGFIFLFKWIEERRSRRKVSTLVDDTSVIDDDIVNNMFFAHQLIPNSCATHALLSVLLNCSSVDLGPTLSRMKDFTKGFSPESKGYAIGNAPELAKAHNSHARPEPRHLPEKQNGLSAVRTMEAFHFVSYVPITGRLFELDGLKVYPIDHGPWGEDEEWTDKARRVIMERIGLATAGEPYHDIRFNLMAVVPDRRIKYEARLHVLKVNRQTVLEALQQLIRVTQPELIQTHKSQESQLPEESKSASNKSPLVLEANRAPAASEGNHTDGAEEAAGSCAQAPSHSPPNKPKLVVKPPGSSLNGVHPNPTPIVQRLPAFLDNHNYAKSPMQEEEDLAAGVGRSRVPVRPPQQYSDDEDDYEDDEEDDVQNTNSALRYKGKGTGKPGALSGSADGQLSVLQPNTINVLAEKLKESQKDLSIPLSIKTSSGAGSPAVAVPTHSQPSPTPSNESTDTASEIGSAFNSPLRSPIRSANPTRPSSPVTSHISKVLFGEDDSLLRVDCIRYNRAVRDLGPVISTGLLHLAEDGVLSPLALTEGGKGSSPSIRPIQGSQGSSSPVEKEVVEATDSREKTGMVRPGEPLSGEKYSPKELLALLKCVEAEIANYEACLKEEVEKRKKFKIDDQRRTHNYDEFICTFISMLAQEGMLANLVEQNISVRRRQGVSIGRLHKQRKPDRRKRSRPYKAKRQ
HePTP inhibitor – blocks human HePTP tyrosine phosphatase. AID 521. actives 0.64% (n = 110,000). recombinant HePTP phosphatase activity, OD absorbance. P35236. inhibition, % at 20 µM; in the data active = inhibition above about 50%;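 also: plate controls were vehicle for no effect and reference inhibitor for full effect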
Target sequence (P35236 whole entry, looked up): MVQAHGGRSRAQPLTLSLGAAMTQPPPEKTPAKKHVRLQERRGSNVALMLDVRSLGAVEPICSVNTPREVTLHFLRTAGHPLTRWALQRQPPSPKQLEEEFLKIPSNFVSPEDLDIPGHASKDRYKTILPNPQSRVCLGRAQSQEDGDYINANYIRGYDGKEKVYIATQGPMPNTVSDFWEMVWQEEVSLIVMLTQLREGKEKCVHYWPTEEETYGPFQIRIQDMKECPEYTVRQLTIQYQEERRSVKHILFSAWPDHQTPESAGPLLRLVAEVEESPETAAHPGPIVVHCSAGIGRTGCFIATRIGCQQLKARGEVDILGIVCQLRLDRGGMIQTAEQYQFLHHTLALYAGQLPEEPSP
Active calls of the source: *; x = no result given; & = joins results of further samples.

The line under a structure holds: BAP1 inh | HePTP inhibitor
> CCOC(=O)c1c(NC(=O)c2cc(C3CC3)on2)sc2c1CCCC2
 : 372 | 1
> O=P(Cc1ccncc1)(c1ccccc1)c1ccccc1
 : x | -9
> NS(=O)(=O)c1ccc(CCNC(=S)NC(=O)c2cccs2)cc1
 : x | -18
> CCOC(=O)Nc1sc(=S)n(C)c1C
 : 96 | 11
> Clc1ccc(-c2nnc(-c3ccccc3)o2)cc1
 : x | -4
> Cn1c(CC2C(=O)Nc3ccc(Br)cc32)nc2ccccc2c1=O (stereo not drawn)
 : 126 | 10
> Clc1ccc(-n2nnnc2SCc2c(-c3ccccc3)nc3sccn23)cc1
 : x | 4
> COc1cc2c(cc1OC)CN(C(=O)COc1ccc(C#N)cc1)CC2
 : 122 | 2
> COc1ccc2c(c1)OCC/C2=N\OC(=O)c1ccc(C)cc1
 : x | 1
> CCOc1c(C=C2C(=O)NC(=O)NC2=O)cccc1OC
 : x | -8
> CC(CCc1ccco1)NC(=O)Cn1ncc2c1-c1ccccc1OC2 (stereo not drawn)
 : 98 | 10
> C/C(N)=N\S(=O)(=O)c1ccc(Cl)cc1
 : 116 | 7
> CCOC(=O)c1cc(=O)n2nc(-c3ccc(C)cc3)nc2s1
 : x | 8
> O=C1c2ccc(-c3ccc4c(c3)C(=O)N(c3ccccn3)C4=O)cc2C(=O)N1c1ccccn1
 : x | 12
> COc1ccc(/C=C/C(=O)Nc2cc(S(N)(=O)=O)ccc2C)cc1
 : x | 3
> COCCN1C(=O)C(=O)/C(=C(/O)c2ccccc2)C1c1ccc(Br)cc1 (stereo not drawn)
 : x | -15
> CCOC(=O)CSc1nnc([C@H](C)NC(=O)OC(C)(C)C)o1
 : 103 | 4
> O/N=C1/CCc2nonc2/C1=N/O
 : 90 | -2
> COc1ccc(/C=C2\C(=O)N(c3ccc(C)c(Cl)c3)N=C2C)cc1[N+](=O)[O-]
 : x | -7
> O=c1c2ccccc2nc(-c2ccco2)n1-c1cccc2ccccc12
 : x | 1
> O=C1N/C(=N\N=C\c2ccccc2O)SC1Cc1ccc(Cl)cc1 (stereo not drawn)
 : x | 7
> CCOC(=O)COc1c(Cl)cc(C=C2C(=O)NC(=S)NC2=O)cc1Cl
 : x | 9
> O=C(Cc1ccccc1)N1CCCC1c1ccccc1 (stereo not drawn)
 : 95 | -11
> O=C(c1ccco1)N1CCN(Cc2ccc(F)cc2)CC1
 : x | -6
> CC(C)N1C(=O)C2C(c3ccccc3O)NC(C)(C(=O)O)C2C1=O (stereo not drawn)
 : 97 | -9
> Cc1ccccc1OCc1nc2ccccc2c(=O)n1NC(=O)c1ccco1
 : 54 | 9
> Nc1c(NCCN2CCOCC2)c2ccccc2oc1=O
 : 97 | 0
> Cc1ccccc1-c1nc(CS(=O)(=O)CC(=O)NCCCN2C(C)CCCC2C)c(C)o1 (stereo not drawn)
 : 90 | 4
> COc1ccc(C(=O)Nc2ccc(O)c(-c3nc4ccccc4s3)c2)cc1[N+](=O)[O-]
 : x | 5
> COc1cc([N+](=O)[O-])ccc1NC(=O)/C=C\c1ccc(Cl)cc1
 : x | 7
> O=C(NCc1cccnc1)c1cccc(S(=O)(=O)N2CCCCC2)c1
 : 97 | 4&-4
> CCNC(=O)N1c2ccc(OC)cc2C(C)=CC1(C)C
 : 90 | 6&5
> Cc1ccc(Cn2ncc3c(NCCCN4CCOCC4)ncnc32)cc1
 : 123 | 13
> COc1cccc(NC(=O)c2ccc(CN3CCc4ccccc4C3)cc2)c1
 : x | -7
> COc1ccc(OC)c(NC(=O)C2CC2(c2cccc(C)c2)c2cccc(C)c2)c1 (stereo not drawn)
 : x | 0
> CS(=O)(=O)Nc1cccc(C(=O)CC2(O)C(=O)Nc3ccccc32)c1 (stereo not drawn)
 : 109 | 7
> COc1cccc(C2=NO[C@@H]3C(=O)N(c4ccc5c(c4)OCCO5)C(=O)[C@H]23)c1OC
 : 107 | 3
> Cc1ccccc1-n1c(=O)/c(=C\c2ccco2)s/c1=C(/C#N)C(=O)Nc1ccccc1
 : x | 4
> CCCOc1ccc(/C=N/N2CCN(Cc3ccccc3Cl)CC2)cc1
 : x | -15
> Cn1c(=O)oc2cc(S(=O)(=O)NCc3ccco3)ccc21
 : 97 | 27
> CCc1nc(C)cn1S(=O)(=O)c1ccc(Cl)c([N+](=O)[O-])c1
 : x | 7
> CCN1CCCC1CNC(=O)CS(=O)(=O)Cc1nc(-c2ccccc2C)oc1C (stereo not drawn)
 : 99 | 10
> Cn1c(=O)c2c(nc3n2CC(=O)N3c2ccc(F)cc2F)n(C)c1=O
 : x | 2
> Cn1c(SCc2ccc(Br)cc2)nnc1-c1ccncc1
 : x | 0
> O=C(c1cc2ccccn2n1)N1CCN(c2ccccn2)CC1
 : 91 | 8
> CCc1sc(-c2c(C#N)c(N)nc3c2CCCC3)cc1Br
 : x | 4
> Cc1ccc(OCC(=O)NC2C3CC4CC(C3)CC2C4)c(Br)c1 (stereo not drawn)
 : x | -20
> CC(=O)N(C)N1c2ccccc2CCc2ccccc21
 : x | 7
> CC(C)OC(=O)c1c(NC(=O)c2cccc(OC(C)C)c2)sc2c1CCC2
 : x | 26
> CCOc1cc(C(=O)N2CCOCC2)ccc1OCc1ccccc1
 : 65 | -4
> CC(=O)c1ccc(NS(=O)(=O)Cc2ccccc2)cc1
 : 87 | 5
> Nc1nnc(COc2ccccc2)s1
 : x | -10
> c1coc(CN=C2NC(=NCc3ccco3)c3ccccc32)c1
 : 135 | 3
> Cc1ccc(C(C)C)c(OCC(=O)Nc2ccc(Cl)cn2)c1
 : x | 12&-9
> NC(=O)c1ccc(N=c2oc3ccc(Br)cc3cc2C(N)=O)cc1
 : 79 | x
> CSc1ccc(C2C3(C#N)C(N)=NC4(OCCO4)C23C#N)cc1 (stereo not drawn)
 : 101 | 10
> CCCCOc1ccccc1-c1cc(C(=O)O)[nH]n1
 : 91 | -8
> O=C(CCN1C(=O)S/C(=C/c2ccc(Cl)cc2)C1=O)Nc1ccc(S(=O)(=O)Nc2nccs2)cc1
 : x | -5
> O=C(c1ccco1)N1CCN(C(=O)c2cccs2)CC1
 : x | -4
> N#Cc1ccccc1NC(=O)NS(=O)(=O)c1ccccc1Cl
 : x | -10

Whole records from above. Order of screens: BAP1 inh	HePTP inhibitor
Listed for `COc1ccc(OC)c(NC(=O)C2CC2(c2cccc(C)c2)c2cccc(C)c2)c1` (stereo not drawn) = x	0
Listed for `COc1ccc2c(c1)OCC/C2=N\OC(=O)c1ccc(C)cc1` = x	1
Listed for `CCOC(=O)c1c(NC(=O)c2cc(C3CC3)on2)sc2c1CCCC2` = 372	1

(more compounds)
The line under a structure holds: BAP1 inh | HePTP inhibitor
> CC1CCCC(C)N1C(=O)C1CC(c2ccc(F)cc2)=NO1 (stereo not drawn)
 : 110 | -6
> Oc1ccc(-c2cccc(-c3ccc(O)cc3)n2)cc1
 : 95 | -3
> Cc1ccc(NC(=O)c2cccc(Cl)c2)cc1Cl
 : x | 5
> CCOC(=O)c1c(NC(=O)/C=C/c2ccccc2)sc(C)c1C
 : x | 8
> CCCc1nnc(NC(=O)NCCN2C(=O)C3C4C=CC(C4)C3C2=O)s1 (stereo not drawn)
 : 99 | 3
> O=C1/C(=C\c2cc([N+](=O)[O-])cc(Br)c2O)SC(=S)N1c1cccc(Cl)c1
 : x | 101*
> COc1ccc(NC(=O)/C(=C/c2cccs2)NC(=O)c2ccc(C(C)(C)C)cc2)cc1
 : x | 1
> N#C/C(=C\c1cn(CC(=O)Nc2ccccc2)c2ccccc12)C(=O)Nc1ccccc1Cl
 : x | 1
> COc1cccc(NC=C2C(=O)OC3(CCCCC3)OC2=O)c1
 : x | 10
> C/C(=C\c1ccccc1)C(=O)Nc1c(C)n(C)n(-c2ccccc2)c1=O
 : x | 8
> NC(=O)SCC(=O)Nc1cccc(Cl)c1
 : 93 | 6&-6
> N#Cc1nc(-c2ccco2)oc1N1CCN(C(c2ccccc2)c2ccccc2)CC1
 : x | 8
> C(=N\n1cnnc1)/c1ccc(-c2cccc3ccccc23)o1
 : x | 5
> CC12COC3(C(=O)Nc4cccc(Cl)c4)CC1CCC32C (stereo not drawn)
 : 122 | x
> N#C/C(=C\c1c(O)n(-c2c(Cl)cccc2Cl)c2ccccc12)C(N)=NCc1ccccc1
 : x | -2
> O=C(CCN1CCN(c2ccc(F)cc2)CC1)Nc1ccc(F)cc1
 : 106 | -2
> COCCN1C(=O)c2ccc(C(=O)O)cc2C1=O
 : 88 | -2
> O=C1C2C3C=CC(O3)C2C(=O)N1c1ccccc1I (stereo not drawn)
 : x | -24
> FC(F)(F)c1cccc(-c2nnc3ccc(C(F)(F)F)cn23)c1
 : 103 | -5
> COc1ccc(CCN=Cc2c(O)n(-c3c(Cl)cccc3Cl)c3ccccc23)cc1OC
 : x | 6

Next part; the last 5 above are carried over.
The line under a structure holds: BAP1 inh | HePTP inhibitor
> O=C(CCN1CCN(c2ccc(F)cc2)CC1)Nc1ccc(F)cc1
 : 106 | -2
> COCCN1C(=O)c2ccc(C(=O)O)cc2C1=O
 : 88 | -2
> O=C1C2C3C=CC(O3)C2C(=O)N1c1ccccc1I (stereo not drawn)
 : x | -24
> FC(F)(F)c1cccc(-c2nnc3ccc(C(F)(F)F)cn23)c1
 : 103 | -5
> COc1ccc(CCN=Cc2c(O)n(-c3c(Cl)cccc3Cl)c3ccccc23)cc1OC
 : x | 6
> Cc1ccnc(NC(=O)COc2cc(C)c(Cl)c(C)c2)c1
 : x | 3
> CCCCOC(=O)c1cc(=O)[nH]c2ccccc12
 : 115&55 | x
> O=C(Nc1cc(C(F)(F)F)ccc1N1CCCC1)c1ccc2c(c1)OCO2
 : 101 | -5
> COc1ccc(OC)c(C2/C(=C(\O)c3ccc4c(c3)OCCO4)C(=O)C(=O)N2CCCN(C)C)c1 (stereo not drawn)
 : 55 | 3
> Cc1ccc(F)c(N/C=C/C(=O)c2ccc(Br)cc2)c1
 : x | 2
> COc1ccc(/C=C/C(=O)NCC(C)NC(=O)/C=C/c2ccc(OC)c(OC)c2)cc1OC (stereo not drawn)
 : x | 5
> COc1ccc(/C=C(\NC(=O)c2ccc([N+](=O)[O-])cc2)C(=O)NCCCN(C)C)cc1
 : x | 4
> O=C(CSCc1cccc(Br)c1)N1CCOCC1
 : 86 | 4
> CNc1cc(NS(=O)(=O)c2ccc(N)cc2)nc(NC)n1
 : 104 | x
> CN=C(Nc1ccc(Cl)cc1)SC1CC(=O)N(c2ccccc2F)C1=O (stereo not drawn)
 : x | 6
> CN(CC(=O)N1CCCCCC1)S(=O)(=O)c1cccc2cccnc12
 : 101 | 0
> CCOC(=O)c1ccc(NC(=O)/C=C/c2ccc(Cl)cc2)cc1
 : x | 3
> COC(=O)c1ccc(-c2ccc(/C=N\Nc3ccc([N+](=O)[O-])cn3)o2)cc1
 : x | -4
> CCOc1ccc(CSC2=NCCN2)cc1Cl
 : 99 | 6
> C=C(C)c1cccc(C(C)(C)NC(=O)NCc2ccccn2)c1
 : x | 4
> COc1ccc(C(=O)O/N=C(\N)c2ccccc2)cc1
 : x | 9
> COc1ccc(C(=O)CSc2ncn(-c3ccccc3)n2)cc1
 : x | 2
> CCOC(=O)c1ccc(N2C(=O)CC(SCC(=O)Nc3ccc4ccccc4c3)C2=O)cc1 (stereo not drawn)
 : 168 | x
> O=C1C(=O)N(c2cccnc2)C(c2ccccc2)/C1=C(\O)c1ccc(Cl)cc1 (stereo not drawn)
 : x | 13
> CCc1nc(NCc2ccco2)c2oc3ccccc3c2n1
 : x | -9

A different layout for some results above.
> Cc1ccc(C(C)C)c(OCC(=O)Nc2ccc(Cl)cn2)c1
  BAP1 inh: x; HePTP inhibitor: 12&-9
> NC(=O)c1ccc(N=c2oc3ccc(Br)cc3cc2C(N)=O)cc1
  BAP1 inh: 79; HePTP inhibitor: x

Other compounds:
The line under a structure holds: BAP1 inh | HePTP inhibitor
> O=C(O)C(Cc1ccccc1)N1C(=O)/C(=C/c2cccc3ccccc23)SC1=S (stereo not drawn)
 : x | -11
> COc1c(O)ccc(/C=N\NC(=O)c2ccc3c(c2)OCO3)c1[N+](=O)[O-]
 : x | -3
> Cc1c(NS(=O)(=O)c2ccc(F)cc2)cccc1[N+](=O)[O-]
 : x | -6
> CC1CCN(C(=O)CCCOc2cc(=O)n(C)c3ccccc23)CC1
 : 146 | -3
> CC(=O)Nc1ccc(S(=O)(=O)NC(c2ccccc2)c2ccccc2)cc1
 : x | -11
> O=S(=O)(c1ccc(-c2cn3ccccc3n2)cc1)N1CCOCC1
 : x | -2
> O=C(Nc1cccc2ccccc12)c1cnn2c1NC(c1ccc3c(c1)OCO3)CC2C(F)(F)F (stereo not drawn)
 : x | 6
> C=CCN(C(=O)c1ccccc1)c1ccc(OC)cc1
 : 92 | 8
> Cc1ccc(NCc2c(O)ccc3ccccc23)cc1
 : x | 10
> O=C1c2ccccc2C(=O)N1CCCn1nnc(-c2ccc(N3CCOCC3)cc2)n1
 : 105 | 14
> CC(=O)c1cccc(NC(=O)Nc2cccnc2)c1
 : 78 | -6
> Cc1ccc(CCNC(=O)C2CCCN(S(=O)(=O)c3cccc4nsnc34)C2)cc1 (stereo not drawn)
 : 96 | 4
> Cc1ccccc1NCC(=O)N/N=C\c1ccc(I)o1
 : x | -7
> O=C(COc1ccccc1)Nc1ccc(C(=O)OC2CCCCC2)cc1
 : x | -2
> O=C1CCc2cc(S(=O)(=O)N3CCC(C(=O)Nc4nccs4)CC3)ccc2N1
 : 98 | 11
> Cc1ccccc1-c1noc(-c2ccc(O)cc2)n1
 : 85 | 1
> COc1ccccc1C(=O)NCCN1CCN(C(=O)c2ccccc2OC)CC1
 : 158 | 2
> COC(=O)C1=C(C)NC2=C(C(=O)CCC2)C1c1ccc(Br)cc1 (stereo not drawn)
 : 80 | -4
> N=c1c2c3c(sc2ncn1CCN1CCOCC1)CCCCC3
 : 102 | 9
> COc1ccccc1NC(=O)/C(=C\c1ccc(Br)cc1)NC(=O)c1ccccc1OC
 : x | 11
> CC(C)OC(=O)CSc1nnc(Cc2ccccc2)n1C
 : 115 | -2

Bioassay records deposited in PubChem by several laboratories.
